E coli Lon inh = E. coli protease La inhibition. P0A9M0. purified E. coli Lon protease, fluorescence polarization. inhibition, % at 7.94 µM. 360,000 compounds, 0.42% hits. AID 602123; in the data active means inhibition above about 13%, passing the limit was not always enough;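 further: 0% = enzyme with probe and DMSO and 100% = no enzyme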
bovine MsrA act = bovine methionine sulfoxide reductase A activation. purified bovine MsrA, absorbance read-out. activation, % at 10.6 µM. 360,000 compounds, 0.3% hits. AID 602163; in the data active means activation above about 7.5%;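 further: 0% = vehicle and 100% = reference activator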
MsrA inh = inhibits bovine methionine sulfoxide reductase A; purified bovine MsrA, absorbance read-out; 360,000 compounds, 0.75% hits; inhibition, % at 15.5 µM; AID 651718; in the data active means inhibition above about 4.5%;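 further: 0% = vehicle wells with enzyme and 100% = reference inhibitor wells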
CSN deneddyl inh = inhibitors of human CSN-mediated cullin deneddylation | Q92905 | Purified CSN, SCF-Nedd8-OG deneddylation, fluorescence polarization | inhibition, % at 12.5 µM | 360,000 compounds, 0.38% hits | AID 651999;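 active means pattern-corrected inhibition above about 35%, with an unprinted fluorescence ratio check between 0.5 and 1.5, limit read from the data, passing the limit was not always enough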;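 further: 0% = enzyme with substrate and 100% = substrate without enzyme; some results filed as inactive read as strong as hits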
Target sequence (Q92905 whole entry, looked up, one chain of several): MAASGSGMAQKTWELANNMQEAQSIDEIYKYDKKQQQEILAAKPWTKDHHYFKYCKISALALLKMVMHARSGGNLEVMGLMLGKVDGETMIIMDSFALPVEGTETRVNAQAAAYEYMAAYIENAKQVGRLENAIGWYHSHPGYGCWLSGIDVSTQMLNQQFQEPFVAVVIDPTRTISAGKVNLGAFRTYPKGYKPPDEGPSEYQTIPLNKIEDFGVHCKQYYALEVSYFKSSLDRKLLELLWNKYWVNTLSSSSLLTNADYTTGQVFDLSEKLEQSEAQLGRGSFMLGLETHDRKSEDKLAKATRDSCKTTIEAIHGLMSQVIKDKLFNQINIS
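Assay system: purified human Csn5 enzyme expressed in HEK293T cells; measure: % inhibition; also added: SCFSkp2-Nedd8OG substrate at 10 nM final; technique: fluorescence polarization; times: reaction 90 min, room temperature; medium: Tris buffer pH 7.5, NaCl, DTT, Tween-20, trehalose, ovalbumin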
FAS-TE inh = blocks the thioesterase domain of human fatty acid synthase | recombinant FAS-TE, OMFH fluorogenic substrate, fluorescence endpoint | P49327 | 360,000 compounds, 0.67% hits | inhibition, % at 15 µM;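 active means compounds whose normalised, plate-corrected inhibition of enzyme fluorescence in the single-dose primary screen is 50% or more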;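 further: 0% = DMSO with enzyme and 100% = substrate without enzyme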
MLLE-PAM2 inh = inhibitors of microRNA-mediated deadenylation, human PABP1 MLLE binding; inhibition, % at 20 µM; 360,000 compounds, 0.36% hits; GST-MLLE / FITC-PAM2 fluorescence polarization; AID 588489; in the data active means inhibition above about 35%, passing the limit was not always enough;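 further: plate controls were DMSO wells with GST-MLLE for no effect and wells lacking GST-MLLE protein for full effect; some results filed as inactive read as strong as hits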
MT1-MMP act inh = blocks activation of human MT1-MMP; GFP/RFP ratio change, % at 20 µM; HT1080 RFP-PRO-GFP cells, GFP/RFP ratio fluorescence, overnight; percent of plate control window, DMSO zero; AID 651647; 360,000 compounds, 0.061% hits; P50281;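 active means GFP/RFP ratio change of at least 30% with cell ATP level not reduced by more than half and red fluorescence within 50% of control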; further: strong numbers were not always called active
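Material – HT1080 RFP-PRO-GFP cells · Control set – DMSO wells and RFP-L50D-GFP cells · Incubation – overnight cell settling, then overnight compound exposure, 37 °C, 5% CO2 · Compound dosing – single-point 20 µM compound, 1% DMSO · Read-out – GFP/RFP fluorescence ratio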
Rin1-Abl PPI inh = inhibitors of human Rin1-Abl protein interaction; 360,000 compounds, 0.4% hits; TR-FRET Rin1/Abl binding, biochemical; AID 588664; inhibition, % at 7.35 µM; P00519+Q13671; in the data active means inhibition above about 5%, passing the limit was not always enough
Rpn11 inh = Rpn11 (human) deubiquitinase inhibition. human 26S proteasome, Ub4-pepOG fluorescence polarization; 20S core pre-blocked with epoxomicin. O00487. calls only at 20 µM. 360,000 compounds, 0.59% hits;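 active means inhibition at 20 µM, scaled to each plate's controls, above about 33%, limit read from the data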
Target sequence (O00487 whole entry, looked up): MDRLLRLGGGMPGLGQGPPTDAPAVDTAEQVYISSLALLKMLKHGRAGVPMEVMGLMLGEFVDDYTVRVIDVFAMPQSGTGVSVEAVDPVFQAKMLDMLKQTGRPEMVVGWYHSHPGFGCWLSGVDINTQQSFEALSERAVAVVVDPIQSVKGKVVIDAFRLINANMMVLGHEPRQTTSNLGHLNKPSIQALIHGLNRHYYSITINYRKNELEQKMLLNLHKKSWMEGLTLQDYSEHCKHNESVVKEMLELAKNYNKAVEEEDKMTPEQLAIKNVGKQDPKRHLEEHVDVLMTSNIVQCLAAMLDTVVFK
* marks the source's active call; other numbers are inactive results; i = inactive; . = not tested or not shown; + = active, no number.

SMILES | E coli Lon inh | bovine MsrA act | MsrA inh | CSN deneddyl inh | FAS-TE inh | MLLE-PAM2 inh | MT1-MMP act inh | Rin1-Abl PPI inh | Rpn11 inh
Cn1c2ccsc2c2ncn(Cc3ccc(F)cc3)c(=O)c21 | -8 | -5 | -0.1 | 2 | -39 | -3 | 0 | 0 | i
Cc1ccc(NC(=O)COC(=O)C2CC3CCCC(C2)C3=O)c([N+](=O)[O-])c1 (centres undefined) | -10 | -5 | 1.2 | 7 | 3 | 8 | 1 | 1 | i
Nc1ncnc2c1ncn2[C@@H]1O[C@H](C(=O)N[C@H](CO)Cc2ccc(O)cc2)[C@@H](O)[C@H]1O | -3 | -4 | -1.4 | -1 | -6 | 4 | 3 | -2 | i
CCCNC(=O)c1cccc(COCC(F)(F)F)c1 | -8 | -10 | 0.0 | -3 | -11 | 4 | -1 | 0 | i
O=C(CSC(=S)N1CCCC1)Nc1cc2c(cc1Br)OCCO2 | 4 | 0 | -1.1 | 2 | 7 | -3 | -3 | 2 | i
OC(c1ccccc1)(c1ccccc1)c1ncc[nH]1 | -1 | -2 | -0.9 | 1 | -10 | 8 | 1 | 3 | i
O=C(NCc1ccccc1CN1CCCC1)c1ccc(Cl)c(N2CCCC2=O)c1 | -5 | -1 | 0.7 | 1 | -5 | 13 | -2 | 3 | i
CCOc1ccc(S(=O)(=O)n2cnc(C)c2)cc1 | 2 | -2 | -0.5 | 1 | -3 | -15 | 3 | 1 | i
CCN(CC(=O)NCc1cccs1)C(=O)c1ccc(OC)c(OC)c1 | -2 | -2 | -1.2 | 2 | -7 | -3 | . | 1 | i
Cc1cccc(NC(=O)c2ccc(COc3ccccc3[N+](=O)[O-])o2)n1 | 4 | -1 | -0.2 | 1 | 9 | -7 | 3 | 0 | i
Cc1ccc(N=Cc2c(O)n(-c3nccs3)c(=O)c3ccccc23)cc1 | 0 | 1 | -1.6 | -3 | 34 | 10 | 1 | -1 | i
CCN(CC)S(=O)(=O)c1ccc(C(=O)Oc2coc(CSc3nc(C)cc(C)n3)cc2=O)cc1 | 2 | -4 | 0.1 | -2 | 21 | 19 | 3 | -2 | i
NC(=NC(=O)c1ccc(OCC(F)(F)F)nc1)c1ccc(Cl)cc1 | -15 | -3 | -0.7 | -4 | 44 | 4 | -1 | 2 | i
O=S(=O)(c1ccccc1)N1CCN(Cc2ccc(Cl)cc2)CC1 | -3 | -1 | -0.6 | 4 | 17 | -1 | 0 | 0 | i
Cc1ccc(N(C(=O)c2csnn2)C(C(=O)NC2CCCC2)c2ccncc2)c(C)c1 (centres undefined) | 6 | -2 | 0.5 | -3 | 0 | 8 | 1 | -1 | i
Cc1[nH]nc2c1C1(CCN(Cc3ccccc3)CC1)C(C#N)=C(N)O2 | -9 | -10 | 1.5 | 1 | -14 | 18 | -29 | -1 | i
Cc1csc(NC(=O)CSc2ccc3nnc(-c4ccncc4)n3n2)n1 | 3 | -11 | -0.7 | 7 | -11 | -5 | -4 | 0 | i
CCN(CC(=O)NC(C)(C)C)C(=O)c1ccccc1SCC(=O)NC1CCCCCCC1 | 5 | -6 | -0.2 | 3 | -2 | -1 | -2 | 3 | i
O=C(NCc1ccc2c(c1)OCO2)c1ccccc1Cl | -1 | -2 | 0.2 | -1 | -2 | 6 | 3 | 2 | i
COc1cccc(NC(=O)Cc2nnc(SCCOc3ccccc3)n2C)c1 | -1 | -11 | -1.1 | 0 | 1 | -6 | -4 | 0 | i
O=C(COc1ccccc1Br)Nc1ccccc1C(F)(F)F | 3 | -12 | -0.4 | 0 | 17 | 0 | 6 | 2 | i
CCCC(C(=O)NC1CCCC1)N(Cc1ccccc1)C(=O)c1snc(C(N)=O)c1N (centres undefined) | 11 | 3 | 0.5 | -4 | 3 | 4 | -4 | -2 | i
N#CCCn1cc(C(=O)Nc2ccccn2)c(-c2ccccc2)n1 | 1 | -2 | 0.8 | 0 | -2 | 14 | -1 | -1 | i
Cc1noc(C)c1CCC(=O)Nc1cc(Cl)ccc1C(=O)O | 2 | -1 | -0.5 | -2 | -6 | 11 | 0 | -5 | i
CNC(=O)Nc1cc(C(F)(F)F)cc(C(F)(F)F)c1 | 10 | -1 | -0.2 | 1 | -1 | 5 | -5 | 1 | i
COCCNC(=S)N1CCN(C(c2ccccc2)c2ccccc2)CC1 | -5 | -5 | -0.9 | 2 | 6 | -123 | -2 | 3 | i
CCC(C)NC(=O)/C=C/c1ccc(S(=O)(=O)NCc2ccco2)cc1 (centres undefined) | -3 | -8 | -0.1 | -4 | 5 | -13 | 1 | -1 | i
COc1ccccc1CCNC(=O)c1cc(COc2cccc(C(F)(F)F)c2)on1 | -7 | -1 | 0.6 | -4 | 33 | 12 | -1 | -5 | i
C[C@@H]1CN([C@H](C)CO)C(=O)CCCn2cc(nn2)CO[C@H]1CN(C)C(=O)c1ccc2ccn(C)c2c1 | -10 | -2 | 0.6 | -1 | -5 | 3 | -2 | 7 | i
Cc1cccc(C)c1NC(=S)N1CCCCCC1 | 4 | 1 | -1.0 | -1 | -5 | -68 | 0 | 1 | i
O=C(Nc1cccc(C(F)(F)F)c1)C1Cc2c(-c3cccc(F)c3)ccnc2O1 (centres undefined) | -12 | 1 | 0.3 | 0 | 30 | -7 | 0 | 0 | i
Cc1ccc(S(=O)(=O)N2CCN(C(=O)CCC(=O)OCC(=O)Nc3cccc(C#N)c3)CC2)cc1 | 3 | -5 | -0.4 | 0 | 11 | 3 | -3 | 0 | i
Cc1c(NC(=O)C(C)N2C(=O)NC3(CCC(C)CC3)C2=O)c(=O)n(-c2ccccc2)n1C (centres undefined) | 2 | -1 | 0.2 | -2 | -10 | -5 | -4 | -3 | i
COCc1cc(=O)oc2cc(NS(=O)(=O)c3ccc(C)cc3)ccc12 | -1 | -7 | -0.9 | -1 | -2 | -12 | 2 | -1 | i
Cc1ccc(OCCCN2C(=O)C(=O)c3cc(C)ccc32)cc1 | 5 | -7 | -0.8 | 1 | 4 | 18 | 4 | -3 | i
c1ccc(SC23CCCCN(CCC2)[C@]32CO2)cc1 (some centres undefined) | 3 | -11 | 0.9 | 3 | -4 | . | -3 | . | .
COc1ccc(/C=N/c2c(-c3ccco3)nc3ccccn23)cc1OC | 32* | -12 | 2.4 | -15 | -8 | 47* | 3 | 4 | i
O=C(Nc1ccc2nn(-c3ccccc3)nc2c1)c1ccc(Br)o1 | -5 | -1 | -0.3 | 26 | 8 | 9 | -2 | -4 | +
CSCCC1(C(=O)O)NC(c2ccccc2O)C2C(=O)N(C(C)C)C(=O)C21 (centres undefined) | 4 | -1 | -1.0 | -7 | -4 | 3 | 0 | -2 | i
COc1cc(CNCc2ccncc2)ccc1OCC(N)=O | -7 | -1 | -1.1 | -1 | -6 | 8 | 1 | -1 | i

Reformatted: entries from further up.
SMILES,E coli Lon inh,bovine MsrA act,MsrA inh,CSN deneddyl inh,FAS-TE inh,MLLE-PAM2 inh,MT1-MMP act inh,Rin1-Abl PPI inh,Rpn11 inh
O=C(Nc1ccc2nn(-c3ccccc3)nc2c1)c1ccc(Br)o1,-5,-1,-0.3,26,8,9,-2,-4,+
CCC(C)NC(=O)/C=C/c1ccc(S(=O)(=O)NCc2ccco2)cc1 (centres undefined),-3,-8,-0.1,-4,5,-13,1,-1,i
CSCCC1(C(=O)O)NC(c2ccccc2O)C2C(=O)N(C(C)C)C(=O)C21 (centres undefined),4,-1,-1.0,-7,-4,3,0,-2,i

(further entries)
SMILES | E coli Lon inh | bovine MsrA act | MsrA inh | CSN deneddyl inh | FAS-TE inh | MLLE-PAM2 inh | MT1-MMP act inh | Rin1-Abl PPI inh | Rpn11 inh
CSc1ccc(C(=O)C2CCCN(C(=O)c3cc4cc(F)ccc4[nH]3)C2)cc1 (centres undefined) | -9 | -4 | 0.9 | 4 | 15 | 8 | -2 | 2 | i
COC(=O)Cn1cnc2sc(C)c(S(=O)(=O)N3CCN(c4ccccc4OC)CC3)c2c1=O | -5 | -3 | 0.2 | -1 | -1 | -4 | -3 | 6 | i
C=CCN(CC=C)CCCOc1ccc(C)cc1OC | -3 | -10 | -0.5 | 2 | -6 | -3 | 2 | 3 | i
NC(=O)/C(N=Nc1ccccc1)=N/Nc1ccccc1 | 4 | 2 | 3.8 | -3 | 2 | -15 | -2 | -1 | i
CCCCNC(=O)c1cc2cccc([N+](=O)[O-])c2[nH]1 | 2 | 0 | 1.0 | 7 | 7 | 11 | 1 | -3 | i
Cc1ccc(CNC(=O)CCNC(=O)N2CCn3c2nc2ccccc23)cc1 | -2 | -3 | -0.3 | -2 | -2 | 6 | 3 | -1 | i
CCCCC1(C)OC(=O)C(=Cc2ccc(N(CC)CC)cc2)C(=O)O1 (centres undefined) | -13 | -5 | 5.2* | 27 | -7 | -130 | -1 | -2 | +
O=C(O)CCC(=O)N1CCN(c2nc3ccccc3s2)CC1 | -2 | -3 | -0.2 | 1 | 0 | -8 | 0 | 2 | i
CC(C)C(NC(=O)Cc1ccccc1)C(=O)N1CCN(c2cccc(Cl)c2)CC1 (centres undefined) | 0 | 0 | -0.3 | -6 | 11 | -1 | -3 | -1 | i
CCCC(=O)N1CCCC(c2nc(-c3cccc(OC)c3)no2)C1 (centres undefined) | 12 | -3 | 0.9 | 3 | -9 | -5 | 2 | -1 | i
CCNC(=O)c1ccc(NC(=O)CC2SC(N3CCCC3)=NC2=O)cc1 (centres undefined) | 1 | -9 | -1.1 | 2 | -9 | 12 | 3 | 4 | i
CCCN(CCC)C(=O)Cn1c(=O)n(CCCCC(=O)NCc2ccco2)c(=O)c2ccccc21 | -7 | -3 | -0.8 | -2 | -9 | 17 | 0 | -2 | i
Cc1noc(C)c1COC(=O)CCC(=O)c1ccc(F)cc1 | -9 | -2 | -1.3 | 3 | -4 | 13 | 5 | 2 | i
Cc1cccc([N+](=O)[O-])c1C(=O)O | 1 | -3 | 0.7 | 3 | 0 | -6 | 0 | 2 | i
O=C(Cn1c(=O)n(CCCC(=O)NC2CCCC2)c(=O)c2ccccc21)NCCC1=CCCCC1 | -7 | -6 | -0.1 | 5 | -8 | 0 | 4 | 0 | i
CCOC(=O)c1c(S(=O)(=O)NCC(=O)Nc2cccc(C)n2)c(C)n(C)c1C | 0 | -2 | -0.3 | 2 | -4 | 12 | 2 | 2 | i
Cc1ccc(C)c(NC(=O)CN(C)C(=O)C2CCN(C(=O)Nc3ccccc3)CC2)c1 | -2 | 0 | 0.9 | -1 | -9 | 3 | 1 | 1 | i
O=C(O)CC1(CC(=O)Nc2cccc(C(F)(F)F)c2)CCCC1 | 8 | -6 | 0.4 | 0 | -4 | 10 | 2 | 0 | i
CC(=O)Oc1c(-c2ccco2)oc2ccccc2c1=O | 13 | -5 | 4.4 | 8 | 8 | -10 | -129 | -2 | i
O=C(NC1CCCC1)c1ccc(Cl)c(S(=O)(=O)N2CCOCC2)c1 | -13 | -2 | 0.7 | 4 | -3 | 3 | 4 | 0 | i
COc1cc(-c2[nH]nc3c2C(c2ccco2)C(C#N)=C(N)O3)cc(OC)c1OC (centres undefined) | 2 | -3 | 2.0 | 1 | -7 | -2 | 3 | -2 | i
O=C(COC(=O)c1ccc2ccccc2n1)NC1CCCCC1 | 9 | -4 | 1.0 | -3 | -3 | 0 | 1 | -1 | i
CC(C)(C)NC(=O)C(c1cccs1)N(C(=O)c1csnn1)c1ccccc1F (centres undefined) | -5 | -2 | -0.7 | 3 | 1 | 15 | -1 | -1 | i
